Epigenetic reg = Quantitative High-Throughput Screen for Regulators of Epigenetic Control; 280,000 tested, 0.2% active; Potency, µM (doses to about 53.9 µM), without a hit: at the highest dose GFP activation, usual class: activators; murine LDR cells, GFP reporter derepression, 30 h; AID 1865, 2009; note: % of control where 0% means no effect; nearly all actives have a fitted effect of over 60% in size
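Murine LDR cells bearing a silenced CMV-driven GFP reporter were exposed to compound for 30 h at 37 C. After PBS washes, GFP-positive cells (20-120 um objects) counted by laser-scanning microplate cytometry.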
ALDH1A1 block = qHTS Assay for Inhibitors of Aldehyde Dehydrogenase 1 (ALDH1A1); Aldehyde dehydrogenase 1A1 (Homo sapiens), P00352; Purified ALDH1A1, NADH fluorescence, propionaldehyde substrate; Potency, µM (titrated, usually from 75.3 µM), for inactives: top-dose activity, negative = inhibition, most hits filed as inhibitors; 220,000 tested, 7.3% active; active = well fitted inhibition curve with a large enough effect, not every such curve was filed as active; inconclusive = small, poorly fitted or top-dose-only effect, or another doubt; inactive = no such curve, though single readings can be large or run the other way;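 note: plate controls were no enzyme wells and a reference inhibitor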
GAA spleen mod = qHTS Assay for Inhibitors and Activators of Human alpha-Glucosidase From Spleen Homogenate; human spleen homogenate, 4-MU-alpha-glucoside fluorescence; Potency, µM (titrated, usually from 79.9 µM), without a hit: top-dose activity change, negative = inhibition, actives largely listed as inhibitors; 240,000 tested, 0.006% active; AID 2112, 2009;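 note: 0% = enzyme with vehicle and -100% = no enzyme basal signal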
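AC50 values come from Hill-equation fits of concentration-response data, normalized to no-enzyme and full-activity controls. Enzyme source: 1 ug human spleen homogenate; 1 mM fluorogenic 4-MU glucoside, pH 5.0 citrate buffer, 37 C, 40 min.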
GAA glycogen = qHTS Assay for Inhibitors and Activators of Human alpha-Glucosidase Cleavage of Glycogen; Lysosomal alpha-glucosidase (Homo sapiens), P10253; recombinant GAA, glycogen substrate, Amplex Red glucose oxidase fluorescence; Potency, µM (doses to about 76.4 µM), inactives show at the top dose activity change, negative = inhibition, actives largely listed as inhibitors; 300,000 tested, 0.38% active; AID 2100, 2009;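 note: 0% = full enzyme reaction and -100% = no-enzyme basal signal; the screen sought inhibitors and activators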
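qHTS, 1536-well; enzyme 4 nM final; cpd up to 77 uM; substrate bovine liver glycogen 30 ug; 50 mM citrate/phosphate pH 5.0, 0.01% Tween-20; 37 C, 40 min; Amplex Red detection 45 min RT; Hill fit → AC50.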
NPSR antagonist = qHTS Assay for Antagonists of the Neuropeptide S Receptor: cAMP Signal Transduction | CHO-NPSR cells, cAMP TR-FRET, antagonist mode | AID 1461, 2008 | Potency, µM (series often up to 38.3 µM), for the others: top-dose activity change, negative = inhibition, usual class: inhibitors | 220,000 tested, 1% active; note: % is set by controls: 0 for no effect and ±100 for the full control effect; nearly all actives have a fitted effect of over 50% in size; many of its hits are not listed in these tables
Target sequence (Q6W5P4 whole entry, looked up): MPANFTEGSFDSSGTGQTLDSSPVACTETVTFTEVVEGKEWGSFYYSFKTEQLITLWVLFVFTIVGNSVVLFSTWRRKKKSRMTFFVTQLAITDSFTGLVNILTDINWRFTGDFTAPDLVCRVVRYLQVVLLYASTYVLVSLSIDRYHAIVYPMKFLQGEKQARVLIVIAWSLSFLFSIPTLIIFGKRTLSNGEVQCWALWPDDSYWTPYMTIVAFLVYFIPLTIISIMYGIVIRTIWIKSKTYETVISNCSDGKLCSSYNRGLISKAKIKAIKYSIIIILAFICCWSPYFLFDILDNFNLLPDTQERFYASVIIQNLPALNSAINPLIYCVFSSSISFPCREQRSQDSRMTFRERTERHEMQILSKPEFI
GLA spleen mod = qHTS Assay for Inhibitors and Activators of Human alpha-Galactosidase From Spleen Homogenate; Alpha-galactosidase A (Homo sapiens), P06280; AID 2107, 2009; 240,000 tested, 0.008% active; human spleen homogenate, 4MU-alpha-Gal fluorescence, 40 min; Potency, µM (series often up to 80 µM), without a hit: top-dose activity change, negative = inhibition, most hits filed as inhibitors;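 note: 0% = enzyme with vehicle and -100% = no enzyme basal signal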
Target sequence (P06280 32-429 limits assumed): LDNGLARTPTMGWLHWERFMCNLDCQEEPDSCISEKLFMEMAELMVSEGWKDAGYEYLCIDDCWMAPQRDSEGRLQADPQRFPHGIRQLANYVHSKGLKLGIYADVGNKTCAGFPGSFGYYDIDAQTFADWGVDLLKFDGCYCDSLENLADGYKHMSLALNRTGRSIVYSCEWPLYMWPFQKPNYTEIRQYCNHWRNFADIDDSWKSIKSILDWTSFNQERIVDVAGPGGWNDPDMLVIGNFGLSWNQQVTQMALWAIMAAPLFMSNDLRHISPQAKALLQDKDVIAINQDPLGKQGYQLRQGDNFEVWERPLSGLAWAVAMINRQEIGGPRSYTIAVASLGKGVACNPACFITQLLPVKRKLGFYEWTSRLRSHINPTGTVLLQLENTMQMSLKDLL
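Spleen homogenate 1 ug + cpd (titration) + 4-MU-alpha-D-galactopyranoside 1 mM; 37C 40 min; 50 mM citrate/phosphate pH 5.0, 0.01% Tween-20; stop pH 10; fluorescence 365/440; AC50 via Hill.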
Tau fluor cs = Counterscreen qHTS for Inhibitors of Tau Fibril Formation, Fluorescence Polarization. 280,000 tested, 0.93% active. tau K18 P301L (four-repeat tau fragment) Alexa594 fluorescence, heparin fibrillization. Potency, µM (top dose mostly 57.7 µM), inactives show top-dose activity change, negative = decrease. AID 1463, 2008; note: % is set by controls: 0 for no effect and ±100 for the full control effect; nearly all actives have a fitted effect of over 55% in size
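Human K18 P301L tau (15 uM unlabeled plus 0.24 uM Alexa 594-labeled, final) in 100 mM sodium acetate pH 7 was mixed with compound and 20 uM heparin and incubated 6 hr at 37 C.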
GAA inh = qHTS Assay for Inhibitors of Human alpha-Glucosidase as a Potential Chaperone Treatment of Pompe Disease; Lysosomal alpha-glucosidase (Homo sapiens), P10253; purified human GAA, 4-MU-alpha-glucoside fluorescence; Potency, µM (highest dose often 76.9 µM), inactives show at the highest dose activity change, negative = inhibition, usual class: inhibitors; 200,000 tested, 0.005% active; AID 1466, 2008;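 note: plate controls were uninhibited enzyme wells for no effect and no-enzyme background for full effect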
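Endpoint fluorogenic read: 20 min room-temperature reaction of 4 nM human alpha-glucosidase with 400 uM 4-methylumbelliferyl-alpha-D-pyranoside, pH 5.0, quenched with 1M NaOH/1M glycine pH 10. AC50 from Hill modeling.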
Numbers without * were called inactive; ? = inconclusive; / = no result given; [ ] = another dose, or the depositor's remark. Unless noted, calls come from the whole dose curve; as a rule, active = well fitted curve in the direction sought with a large enough effect; inconclusive = small, poorly fitted or top-dose-only effect, or another doubt; inactive = no such curve, though single readings can be large; an effect the other way counts as inactive or inconclusive. Potency is the fitted concentration of half-maximal effect.

SMILES	Epigenetic reg	ALDH1A1 block	GAA spleen mod	GAA glycogen	NPSR antagonist	GLA spleen mod	Tau fluor cs	GAA inh
COc1ccccc1N1CCN(C(=O)C(OC(C)=O)c2ccccc2)CC1 (stereo unspecified)	0.0%	-0.6%	-5.8%	-20.8%	-1.6%[46.1 µM]	-10.3%	-10.7%	-6.4%
Cc1onc(-c2ccccc2Cl)c1C(=O)Nc1cccc(-c2nc3ncccn3c2C)c1	-1.2%	?	25.1%	-3.9%	-15.2%[46.1 µM]	?	-13.1%	?
CCOC(=O)/C(C#N)=C/Nc1ccccc1NS(=O)(=O)c1cccc(C(C)=O)c1	2.3%	?	-0.3%	0.0%	-16.8%	-1.2%	-5.7%	-14.6%
CCN(CCCNC(=O)C1CCCN(S(=O)(=O)CC)C1)c1cccc(C)c1 (stereo unspecified)	-2.0%	-0.7%	-1.2%	-20.3%	-10.8%[46.1 µM]	-1.0%	-9.1%	-11.1%
O=S(=O)(NN=C1CCCCCCC1)c1ccc(Br)cc1	-1.2%	11.2µM*	-1.3%	-8.2%	-10.5%[46.1 µM]	-11.8%	-17.0%	3.1%
CCCSC1=N/C(=C\c2ccsc2)C(=O)S1	-2.2%	-0.3%	-6.0%	14.0%	-28.1%[46.1 µM]	-4.4%	-11.0%	2.7%
O=C(/C=C\c1ccc2c(c1)OCO2)Nc1c2c(nn1-c1ccc(Cl)cc1)CSC2	2.5%	-9.5%	-2.5%	-3.8%	-4.5%	-2.1%	-21.9%	-9.5%
COc1ccc(OC)c(N=Cc2c(O)[nH]c3ccccc23)c1	2.1%	-4.0%	-1.3%	5.8%	-4.1%[46.1 µM]	-3.6%	-25.3%	-5.5%
O=C1c2cccc3cccc(c23)C(=O)N1Cc1ccco1	0.0%	?	2.6%	9.9%	-14.0%	-9.2%	17.8%	12.4%
C#CCOCCOCCOCCNc1nc(N2CCOCC2)nc(N2CCN(C(=O)[C@H](Cc3ccc(O)cc3)n3cc([C@@H](N)C(C)CC)nn3)CC2)n1 (stereo partly specified)	-1.5%	1.4%	1.3%	-7.7%	-32.6%	6.2%	2.3%	/
CCCC(=O)Nc1cc(C)c(NC(=O)c2cccs2)cn1	-4.2%	-1.8%	-1.4%	5.0%	11.5%	-4.7%	12.5%	-0.6%
C=C[C@@]1(C)CC[C@H](O)[C@H]2C(=O)CCC[C@@H]21	-1.1%	10.0%	-4.9%	/	/	-11.3%	-0.6%	/
O=C(COc1ccc(Br)cc1CO)Nc1ccccc1F	0.3%	2.3%	-6.2%	9.4%	-8.2%[46.1 µM]	-1.1%	-2.5%	1.1%
O=C(COC(=O)/C=C/c1nc2ccccc2s1)Nc1cccc2ccccc12	0.0%	?	-5.3%	0.8%	8.3%	-0.6%	4.7%	2.2%
O=S1(=O)N=C(Oc2ccccc2)c2ccccc21	0.9%	?	7.2%	10.1%	-5.0%[46.1 µM]	2.3%	4.4%	-0.4%
CCOC(=O)Cn1c(=NC(=O)C2CC2)sc2c(C)cc(C)cc21	1.1%	/	-0.9%	-5.4%	-58.9%	-3.6%	-20.8%	/
COC(=O)c1[nH]c2ccc(Cl)cc2c1NC(=O)CN1CCC(C(N)=O)CC1	0.8%	-11.5%	3.2%	9.5%	-4.7%[46.1 µM]	6.7%	-8.9%	2.7%
CC1=NN(C(C#N)c2ccccc2C)C(C)(C)C1 (stereo unspecified)	-0.4%	3.7%	0.8%	14.2%	9.2%	1.1%	8.1%	-1.1%
Fc1ccc(N2CCN(c3nnnn3-c3ccccc3)CC2)cc1	-1.1%	-8.4%	-2.7%	-3.7%	-32.2%	6.1%	-9.8%	-2.7%
C(=N\n1cnnc1)/c1ccc(N2CCOCC2)cc1	-8.8%	?	-2.5%	5.3%	8.6%[46.1 µM]	-5.1%	-4.4%	0.5%
O=C(Nc1cccnc1)c1scc2c1OCCO2	0.0%	1.3%	-5.9%	6.6%	?	0.8%	-13.0%	-7.9%
COC(=O)Nc1nnc(-c2ccc(OC)cc2)s1	4.2%	/	1.8%	2.2%	4.0%	8.4%	-10.8%	/
C=CCn1c(CNC(=O)c2ccccc2C)nnc1SCC(=O)NC1CCCC1	0.0%	3.2%	1.3%	2.2%	12.2%[46.1 µM]	2.5%	-2.4%	-2.1%
O=c1[nH]c2ccccc2c(=O)n1Cc1ccccc1	-7.8%	?	-0.3%	-0.1%	-11.0%[46.1 µM]	5.5%	-5.4%	5.6%
CC(=O)c1ccc(OCC(C)Oc2ccc(C#N)cc2)cc1 (stereo unspecified)	2.5%	/	-3.0%	-0.4%	42.7%	6.6%	-17.2%	/
O=C(Nc1ccccc1Cl)/C(Cl)=C(\Cl)S(=O)c1ccccc1 (stereo unspecified)	-0.8%[10.1 µM]	10µM*	3.6%	-11.2%	7.94µM*	-3.9%	-15.7%	4.0%
COc1ccc(CC(=O)NNC(=O)CCc2ccccc2)cc1OC	0.0%	2.4%	-3.7%	3.8%	18.2%	-10.8%	-1.3%	0.7%
CC1CCCCC1NC(=O)CSc1nnc(COc2ccccc2Cl)o1 (stereo unspecified)	2.7%	-10.1%	-8.5%	4.5%	-43.2%[46.1 µM]	1.7%	-15.3%	-7.2%
Cc1ccc(OCc2nnc(NC(=O)c3ccco3)s2)c(C)c1	0.0%	-1.0%	0.6%	2.4%	-3.1%[46.1 µM]	-11.4%	-0.7%	-2.9%
CCOC(=O)C1CCN(C(=O)COC(=O)CNC(=O)c2ccc(OC)cc2)CC1	3.6%	-5.8%	5.2%	0.9%	13.6%	3.7%	-2.6%	-1.3%
CCOc1ccc(N2CC(O)Cn3c2nc2c3c(=O)n(CCCc3ccccc3)c(=O)n2C)cc1 (stereo unspecified)	0.0%	-8.8%	3.1%	-9.7%	-21.4%[46.1 µM]	1.7%	-28.4%	-0.4%
O[C@H](CN1CCN(c2cccc(Cl)c2)CC1)C(c1ccccc1)c1ccccc1	-1.5%	-9.9%	-5.7%	/	/	-10.8%	?	/
O=C(Nc1ccccc1Br)c1ccccc1-c1ccccc1	2.0%	3.7%	-0.7%	-3.0%	-9.0%	-5.6%	-19.0%	-0.8%
c1ccc(-c2nnc(-c3ccccn3)s2)nc1	1.6%	/	-17.7%	9.1%	-2.8%	6.4%	0.8%	/
c1cc(-c2sc(-c3ccncc3)c(-c3ccncc3)c2-c2ccncc2)ccn1	0.0%	0.9%[13.5 µM]	0.5%	-5.0%	-27.5%	-0.1%	2.7%	/
Cc1ccccc1-c1cncnc1NCCN1CCOCC1	?	5.8%	9.0%	/	/	4.3%	-0.6%	/
COc1ccc(NC(=O)c2ccc(NC3CC(=O)N(c4ccc(C)cc4C)C3=O)cc2)cc1 (stereo unspecified)	4.9%	/	-1.9%	7.6%	25.3%	0.0%	-23.6%	/
CC12CCC(C/C1=N/NC(=O)COc1ccccc1Cl)C2(C)C (stereo unspecified)	1.5%	-4.9%	-2.5%	-2.9%	-16.1%	2.5%	-1.5%	-8.4%
Cc1cc(C)nc(/N=C(\N)Nc2cccc(OCc3ccccc3)c2)n1	1.0%	/	-5.1%	3.0%	-35.1%	-3.8%	-16.3%	/
C=CCNC(=O)C1CCN(C(=O)c2ccc(-c3ccccc3)cc2)CC1	-4.0%	-1.9%	-2.5%	14.0%	5.7%	-6.3%	-3.4%	9.0%
Cc1ccc(Sc2ncccc2COC(=O)Nc2c(C)cccc2C)cc1	-2.0%	-6.0%	-4.9%	-6.4%	-27.9%[46.1 µM]	0.4%	-21.6%	2.8%
COc1ccc(-c2nc(C#N)c(NCc3ccccc3Cl)o2)cc1OC	3.8%	?	0.6%	-11.2%	-10.2%[46.1 µM]	3.8%	?	-8.8%
Cc1ccc(C(=O)NC2CCN(S(=O)(=O)c3ccccc3)CC2)cc1	2.4%	?	3.9%	-7.5%	2.9%	6.8%	-0.7%	7.2%
CCC(C(=O)NC(C)CCc1ccccc1)n1nc(C)n2c(cc3occc32)c1=O (stereo unspecified)	-0.4%	8.6%	-5.0%	-3.5%	?	9.3%	-3.6%	-6.3%
Cc1ccc(N(CC(=O)NC(C)(C)C)C(=O)CS(=O)CC(=O)Nc2ccc3c(c2)OCO3)cc1 (stereo unspecified)	-1.5%	-5.1%	-21.4%	-7.5%	1.5%	-5.8%	8.1%	?
C#CCOCCOCCOCCNc1nc(N2CCN(C(=O)[C@H]([C@@H](C)CC)n3cc([C@@H](N)CC(C)C)nn3)CC2)nc(N2CCN(C(=O)[C@H](Cc3ccc(O)cc3)n3cc([C@@H](N)C(C)CC)nn3)CC2)n1 (stereo partly specified)	1.6%	?	-2.5%	0.6%	-18.2%	-0.9%	10.5%	/

Structural class, the compounds so far containing bromine
SMILES	Epigenetic reg	ALDH1A1 block	GAA spleen mod	GAA glycogen	NPSR antagonist	GLA spleen mod	Tau fluor cs	GAA inh
O=S(=O)(NN=C1CCCCCCC1)c1ccc(Br)cc1	-1.2%	11.2µM*	-1.3%	-8.2%	-10.5%[46.1 µM]	-11.8%	-17.0%	3.1%
O=C(COc1ccc(Br)cc1CO)Nc1ccccc1F	0.3%	2.3%	-6.2%	9.4%	-8.2%[46.1 µM]	-1.1%	-2.5%	1.1%
O=C(Nc1ccccc1Br)c1ccccc1-c1ccccc1	2.0%	3.7%	-0.7%	-3.0%	-9.0%	-5.6%	-19.0%	-0.8%

Among those listed so far, 2 have fluorine.
SMILES	Epigenetic reg	ALDH1A1 block	GAA spleen mod	GAA glycogen	NPSR antagonist	GLA spleen mod	Tau fluor cs	GAA inh
O=C(COc1ccc(Br)cc1CO)Nc1ccccc1F	0.3%	2.3%	-6.2%	9.4%	-8.2%[46.1 µM]	-1.1%	-2.5%	1.1%
Fc1ccc(N2CCN(c3nnnn3-c3ccccc3)CC2)cc1	-1.1%	-8.4%	-2.7%	-3.7%	-32.2%	6.1%	-9.8%	-2.7%

Source: PubChem BioAssay

An excerpt (hit frequency here may not be typical).
